D3 ag: activates the human D3 dopamine receptor. P35462. D3R DiscoveRx beta-arrestin cells, luminescence, 90 min. max activation, %. actives 0.58% (n = 410,000); in the data active = max activation above about 30%; also: 0% is about no effect; mostly tested at two doses, the higher about 12 µM
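Agonist mode: compounds and dopamine controls were applied to plated cells for 90 min at 37 degrees C after an overnight attachment at 1500 cells/well. Luminescent read-out followed 30 - 60 minutes at room temperature with DiscoveRx detection reagent.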
SW480 rerep: DNA re-replication induction in SW480 cells. SW480 DNA re-replication, Hoechst DNA content imaging, 48 h. Potency, µM (titrated, usually from 46.1 µM), inactives show top-dose re-replication activation, hits mostly activators. actives 1.8% (n = 340,000). AID 624297; also: potency is read from the fitted curve at half-maximal effect; % of control where 0% means no effect; nearly all actives have a fitted effect of over 55% in size
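Image-based read-out: total Hoechst fluorescence of nuclei (405 nm excitation, 500-530 nm emission), with hits raising the fraction of high-intensity nuclei. SW480 colon cells incubated 48 hr with compounds at 37 C.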
MCF10A rereplic: inducers of DNA re-replication in MCF 10A breast cells. MCF 10A DNA re-replication, Hoechst nuclear intensity, 48 h. Potency, µM (highest dose often 46.1 µM), for the others: at the top dose activity, positive = re-replication, most hits filed as activators. actives 2.9% (n = 350,000). AID 624296; also: potency is read from the fitted curve at half-maximal effect; % of control where 0% means no effect; nearly all actives have a fitted effect of over 50% in size
The depositor's hits bear a star; ? = inconclusive; nt = no result given; [ ] = another dose, or the depositor's remark. Unless noted, calls follow the shape of the dose curve; as a rule, active = well fitted activation curve with a large enough effect; inconclusive = small, poorly fitted or top-dose-only effect; inactive = no such curve, though single readings can be large or run the other way. Only part of the results is shown; rates above refer to the full screens.

SMILES | D3 ag | SW480 rerep | MCF10A rereplic
C[C@@]12CC[C@H]3[C@@H](CCC4=CC(=O)CC[C@]43C)[C@H]1CC[C@H]2C(=O)CO | nt | -2.8%[20.6 µM] | 1.2%[20.6 µM]
CCCCCCCCCCCCOCCOCCOCCOCCOCCOCCOCCOCCOCCO | 10.4 | ? | ?

Source: PubChem BioAssay (National Center for Advancing Translational Sciences (NCATS))
